Screening data deposited in PubChem by several laboratories.
FXIIa inh 1536: inhibitors of human coagulation factor XIIa | 220,000 tested, 0.3% active | AID 800 | purified FXIIa, Boc-QGR-AMC fluorogenic substrate, 2 h | inhibition, % at 5 µM | P00748; in the data active means inhibition above about 40%;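 further: 0% = enzyme with no compound and 100% = blank without enzyme; many of its hits are not listed in these tables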
L929 necroptosis: blocks zVAD induced death of L929 cells; L929 zVAD necroptosis rescue, ATP luminescence, 24 h; with zVAD 60 µM; viability rescue, % at 10 µM; 220,000 tested, 0.38% active; AID 1377;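 active means activation, scaled between plate controls, above about 75%, limit read from the data; inactive means activation under that limit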;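 further: 0% = zVAD with DMSO and 100% = DMSO alone without zVAD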
Cl transport mod: modulates chloride dependent transport by human KCC2; KCC2 cells, thallium flux FluoZin-2 fluorescence; B-score of Tl+ flux slope (higher = more flux/activation; lower = inhibition) at 10 µM; 190,000 tested, 2.2% active; AID 1456;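 active means thallium flux slope and its plate-corrected score both differing from the plate sample mean at a set confidence after two filtering rounds, in either direction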;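 further: slope of fluorescence scaled to starting intensity during 10 to 20 s after thallium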
Target sequence (Q9H2X9 whole entry, looked up): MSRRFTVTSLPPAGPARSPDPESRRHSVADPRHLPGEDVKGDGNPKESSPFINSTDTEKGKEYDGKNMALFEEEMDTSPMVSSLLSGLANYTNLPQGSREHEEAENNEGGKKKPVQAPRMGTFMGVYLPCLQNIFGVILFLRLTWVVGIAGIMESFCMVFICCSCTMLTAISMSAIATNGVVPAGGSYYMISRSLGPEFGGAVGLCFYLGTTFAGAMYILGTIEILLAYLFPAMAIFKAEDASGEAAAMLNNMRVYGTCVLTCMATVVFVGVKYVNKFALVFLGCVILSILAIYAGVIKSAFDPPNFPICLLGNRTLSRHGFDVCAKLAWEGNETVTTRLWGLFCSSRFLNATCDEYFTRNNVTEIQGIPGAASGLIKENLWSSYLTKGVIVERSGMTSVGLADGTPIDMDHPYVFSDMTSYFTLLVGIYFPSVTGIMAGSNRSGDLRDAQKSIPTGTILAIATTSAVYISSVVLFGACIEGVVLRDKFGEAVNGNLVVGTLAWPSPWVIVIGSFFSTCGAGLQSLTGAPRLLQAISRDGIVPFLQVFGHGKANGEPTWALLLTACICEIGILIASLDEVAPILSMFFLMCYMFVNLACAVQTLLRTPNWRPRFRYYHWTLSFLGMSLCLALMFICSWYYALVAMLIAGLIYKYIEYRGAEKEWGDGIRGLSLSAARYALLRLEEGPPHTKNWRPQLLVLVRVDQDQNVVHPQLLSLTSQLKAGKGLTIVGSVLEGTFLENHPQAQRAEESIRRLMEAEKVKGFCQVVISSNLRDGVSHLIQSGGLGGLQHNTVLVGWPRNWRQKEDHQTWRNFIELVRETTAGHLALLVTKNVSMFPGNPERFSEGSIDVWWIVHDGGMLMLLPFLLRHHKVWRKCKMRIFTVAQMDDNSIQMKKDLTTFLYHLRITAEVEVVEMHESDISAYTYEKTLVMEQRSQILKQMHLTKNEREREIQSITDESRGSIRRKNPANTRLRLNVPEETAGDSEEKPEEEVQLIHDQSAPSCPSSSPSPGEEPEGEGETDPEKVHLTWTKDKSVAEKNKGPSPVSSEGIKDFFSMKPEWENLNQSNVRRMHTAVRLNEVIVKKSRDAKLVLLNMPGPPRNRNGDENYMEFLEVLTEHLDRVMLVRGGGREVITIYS
TNF death inh: blocks TNF-alpha induced death of Jurkat FADD-/- cells; 220,000 tested, 0.068% active; Jurkat FADD-/- TNF necroptosis rescue, ATP luminescence, 24 h; 0 = TNF only, 100 = no-TNF cells; activation (protection from cell death), % at 10 µM;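 active means activation, meaning protection from cell death, of at least 50% relative to plate controls; inactive means activation below 50%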;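 further: necroptosis triggered by 40 ng/mL TNF-alpha added together with compound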
Hck-Nef inh: human Hck-Nef kinase inhibition. P08631. Recombinant Hck-YEEI plus Nef, Z-Lyte FRET kinase assay. inhibition, % at 20 µM. 220,000 tested, 0.68% active. AID 463187;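 active means Hck-Nef kinase inhibition above about 50%, limit read from the data; inactive means inhibition below that limit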;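 further: 0% = DMSO with Hck plus Nef and 100% = Hck alone without Nef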
FXIa inh 1536: inhibitors of human coagulation factor XIa; purified FXIa, Boc-Glu-Ala-Arg-AMC fluorogenic substrate; inhibition, % at 5 µM; 220,000 tested, 0.14% active;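 active means inhibition of at least 40%; inactive means inhibition below 40%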;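 further: fluorescence of freed AMC excited at 355 nm; 0% = enzyme without compound and 100% = no enzyme blank; many of its hits are not listed in these tables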
Thrombin inh: thrombin (human) inhibition | alpha-thrombin, Boc-VPR-AMC fluorogenic substrate cleavage | inhibition, % at 5 µM | 220,000 tested, 0.26% active;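 active means inhibition at or above 40%; inactive means inhibition below 40%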;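 further: 0% = enzyme with no compound and 100% = wells without enzyme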
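System: human alpha-thrombin protein; Compound dosing: one concentration per compound, 5 µM, with 0.2% DMSO; Timing: reaction at room temperature; Technique: AMC fluorescence, 355/460 nm; Controls: enzyme without compound as high, wells lacking enzyme as low.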
Rad51 HR inh: Rad51 (human) homologous recombination inhibition | Q06609 | hRad51 DNA strand exchange, fluorescence dequenching | inhibition, % at 10 µM | 200,000 tested, 0.085% active;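 active means inhibition above 40% at the single screening dose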;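 further: 0% = DMSO control wells and 100% = blanks with heterologous ssDNA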
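Material: Human Rad51 nucleoprotein filaments preassembled on unlabelled ssDNA | Also added: Labelled 47-mer dsDNA for strand exchange | Dosing: Single dose, 10 µM final compound | Schedule: 30-min compound preincubation and 15-min exchange, both room temperature | Technique: Fluorescence dequenching at 485/520 nm | Measure: Percent inhibition relative to plate controls and blanks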
hK5 inh: kallikrein 5 (human) inhibition | Q9Y337 | recombinant hK5, fluorogenic AMC substrate cleavage | inhibition, % at 5 µM | 210,000 tested, 0.59% active | AID 873;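 active means inhibition of 40% or more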;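 further: 0% = enzyme controls without compound and 100% = no-enzyme blanks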
* = called active by the depositor; · = no result given.

SMILES	FXIIa inh 1536	L929 necroptosis	Cl transport mod	TNF death inh	Hck-Nef inh	FXIa inh 1536	Thrombin inh	Rad51 HR inh	hK5 inh
COc1ccc(OC)c(C(=O)c2ccc(C(=O)Nc3ccccc3)cc2)c1	7	0.3	-0.49	1.3	0	0	-3	-6	1
O=C(Nc1nc2ccccc2n1CCN1CCCCC1)c1ccco1	8	-0.1	0.59	-1.0	2	10	3	-8	-26
Cc1cccc2cc(C#N)c(NCc3ccccc3)nc12	0	1.3	0.79	-0.7	38	0	-15	-9	-6
O=C(CN(C(=O)c1csnn1)c1cccc2ccccc12)NC1CCCC1	8	-0.4	-0.6	-0.4	17	-5	-8	0	-3
O=C(NCC1COc2ccccc2O1)C1C2C=CC3(CN(Cc4ccccc4Cl)C(=O)C13)O2 (stereo unspecified)	3	-0.1	0.59	0.5	-1	3	-7	3	-4
COc1ccc(OCC(=O)N/N=C2\CCCc3ccccc32)cc1	1	1.0	0.91	2.1	-3	-6	-10	6	-9
Cc1ccc(CSc2nc3c(cc2C#N)CCC3)cc1	7	0.4	1.2	0.1	0	-1	-3	25	-14
Cc1ccc(C)c(NC(=S)NC(NC(=O)/C=C/c2ccccc2)C(Cl)(Cl)Cl)c1 (stereo unspecified)	-1	1.3	·	-5.2	2	-3	-6	-3	11
COc1ccccc1/C=C/C(=O)c1ccc(NC(C)=O)cc1	7	-0.2	-0.89	5.3	0	0	-3	-11	-12
CC1CN(CC(=O)N2CCc3[nH]c4ccccc4c3C2)CC(C)O1 (stereo unspecified)	9	-0.1	·	-1.7	-2	1	-3	-1	-2
Nc1c(N=Nc2cccc(Cl)c2)c(=O)[nH]n1-c1ccccc1	3	0.1	-0.22	-2.2	1	-3	-3	-2	-11
NC(=S)Nc1ncc(CCN2CCOCC2)c(-c2ccc(F)cc2)n1	16	-1.0	0.22	-1.0	1	3	5	11	·
COc1ccc(C(=O)CSc2cc(C)nc3nc(C)nn23)cc1OC	13	0.1	-0.095	2.2	-4	3	-7	·	-9
CC(=O)c1c(O)c2ccccc2n(C(C)C)c1=O	12	0.3	0.67	-0.3	-3	-2	-1	·	·
NNc1nc(-c2ccccc2Cl)nc2sc3c(c12)CCCC3	2	0.5	-0.0086	3.0	3	7	-3	-1	-2
CSc1ccccc1NC(=O)CSc1nnnn1-c1ccccc1SC	2	-0.3	-1.8	-0.1	-1	2	3	0	-7
COc1ccc(NC(=S)Nc2ccc(Oc3ccccc3)cc2)cc1	13	0.0	2.1	-7.7	2	25	7	-8	6
Cc1cc(C)c2nc(N3CCC(C(=O)NCc4ccccn4)CC3)sc2c1	7	0.4	-1.1	-0.7	-3	-3	5	31	-7
CC(NC(=O)NC1CCCCC1)C(c1cccs1)N1CCN(C)CC1 (stereo unspecified)	3	0.0	1.2	1.6	0	-3	-4	5	4
C(=N\n1cnnc1)/c1ccc2c(c1)OCCO2	10	2.9	-0.38	0.0	-11	6	1	4	-2
CCOc1ccc(-n2c(C)cc(C(=O)NS(=O)(=O)c3ccc(C)cc3)c2C)cc1	7	1.5	-1.8	2.2	4	8	-2	7	-5
COc1ccc(CCN2C(=O)C(Oc3ccccc3)C2c2ccc3c(c2)OCO3)cc1 (stereo unspecified)	0	0.5	0.093	1.3	1	2	-6	7	-10
COc1ccccc1N1CCN(C(=O)CCN2C(=O)c3cccc4cccc(c34)C2=O)CC1	9	32	0.32	0.0	19	-1	-10	0	1
O/N=C(/CN(O)/C=C1/C=CC=N1)c1cccs1	5	0.0	0.11	-2.0	1	0	-9	0	1
COc1ccc(C2C3=C(CC(C)(C)CC3=O)Nc3cc4c(cc32)OCO4)cc1 (stereo unspecified)	3	0.1	·	-0.5	5	-6	0	-9	-32
SMILES	FXIIa inh 1536	L929 necroptosis	Cl transport mod	TNF death inh	Hck-Nef inh	FXIa inh 1536	Thrombin inh	Rad51 HR inh	hK5 inh
Cc1nnc(NC(=O)Cc2ccc(OCc3c(C)noc3C)cc2)s1	2	0.4	·	0.3	-1	0	-6	-2	2
CN1CCN(CC(O)COc2ccc(OCC(O)CN3CCN(C)CC3)cc2)CC1 (stereo unspecified)	19	-0.3	0.12	-0.5	1	12	1	0	-12
CCOC(=O)c1ccc(CNC(=O)Cn2nnc(-c3cccc(C)c3)n2)o1	10	7.3	·	0.0	20	-2	-2	-2	0
O=C1C/C(=C/NCc2ccccc2)C(=O)N1	15	0.9	-0.21	0.1	-2	6	13	-8	2
O=C(NC1CCCCC1)C(c1ccc2ncccc2c1)N(Cc1ccc2c(c1)OCO2)C(=O)c1ccc2c(c1)OCCO2 (stereo unspecified)	12	0.9	-2.8	2.2	1	9	4	-1	-16
COc1ccccc1CN(Cc1nc2ccccc2c(=O)[nH]1)S(=O)(=O)c1ccc(C)cc1	0	0.0	·	-0.5	2	-1	-7	-7	-25
CCOC(=O)c1cc2sccc2n1Cc1ccccc1	-24	-0.1	0.67	6.5	-1	-12	-9	-11	-8
CC(NC(=O)NC1CCCCC1)C(c1cccs1)N1CCN(c2ccccc2)CC1 (stereo unspecified)	12	5.0	·	0.5	1	3	-2	-6	2
Cc1ccc(OCC(=O)N/N=C/c2ccc3c(c2)OCO3)cc1C	10	1.9	0.73	-0.3	24	2	-8	2	3
COc1cc(/C=N/NC(=O)CN2CCCCC2)ccc1OCc1ccccc1	22	-0.2	-0.18	1.7	5	22	-3	4	-14
CCOC(=O)CC(=O)CSc1nc(CC)c(C)cc1C#N	-1	1.7	-0.05	3.5	9	-8	-10	6	-3
COc1ccccc1C(=O)Nc1ccc2c(c1)nc1n2CCSC1	9	2.1	·	-0.4	18	-1	-4	-3	-11
O=C(/C=C\Nc1ccc2c(c1)OCO2)c1ccccn1	16	-0.1	0.053	-6.2	4	19	-4	10	-2
COc1ccc(S(=O)(=O)N[C@@H](CC(C)C)C(=O)O)cc1	-6	0.2	0.73	0.5	-2	-1	-4	6	3
C/C=C\C(=O)Nc1cccc(C2=NOC3(C2)C[C@H](C(N)=O)N(C(=O)[C@H]2CCC(=O)N2)C3)c1 (stereo partly specified)	13	0.7	1	0.9	36	4	1	-1	2
CCOC(=O)C1CCN(Cc2ccccc2C)CC1	6	0.6	-0.13	0.4	3	0	-7	0	-10
Clc1cccc(N=NN2CCOCC2)c1Cl	6	0.9	·	-1.0	3	0	-4	4	-4
CCN1CCC(=NNC(=O)c2ccco2)CC1	12	0.1	0.51	1.7	5	4	-2	10	2
CSc1c(SCc2ccccc2)cnn(-c2ccccc2)c1=O	6	2.3	-0.82	0.7	2	-6	-6	-5	-7
Cc1oc(-c2ccccc2F)nc1CS(=O)(=O)CC(=O)NCc1ccco1	9	1.4	-0.99	0.9	21	0	0	·	-8
CCn1c(SCC(=O)N/N=C(\C)c2ccncc2)nnc1-c1ccccc1	10	0.3	-0.71	-0.1	18	6	·	2	-1
CCOC(=O)c1c(C)c(C(=O)NCCCOC)c(C)n1C	12	0.1	0.43	-0.9	2	9	3	·	-3
O=C(NN=C1CCCCCC1)c1cc(-c2ccccc2)nc2ccccc12	12	0.1	-0.89	-2.5	1	3	2	1	-34
Cn1cccc1/C=C1\SC(=O)N(CC(=O)Nc2ccc(F)cc2)C1=O	14	4.2	0.084	3.7	19	2	-6	-2	5
CCOc1ccc(C(=O)NCC2CCCO2)cc1 (stereo unspecified)	16	-0.2	0.84	-1.1	-1	4	1	-8	14
SMILES	FXIIa inh 1536	L929 necroptosis	Cl transport mod	TNF death inh	Hck-Nef inh	FXIa inh 1536	Thrombin inh	Rad51 HR inh	hK5 inh
COc1ccc(C(=O)N2CCOC23CCN(c2ncccn2)CC3)cc1	7	-1.2	0.18	-1.6	9	-1	-1	9	-1
CCOc1cc(/C=N/NC(=O)c2ccc(CSc3nncn3C)cc2)ccc1OCC(=O)N1CCOCC1	-8	2.9	0.01	1.2	-10	-4	-7	0	-8
O=C(Cn1[nH]c(=O)c2ccccc2c1=O)NC1CCN(Cc2ccccc2)CC1	12	0.2	-4.3*	-5.0	3	-6	-12	-1	-4
CCOC(=O)C1(Cc2ccc(Cl)cc2)CCN(C(=O)c2cc(C)nc(C)n2)CC1	4	-0.3	·	-0.1	-2	-3	-6	·	3
COc1ccc2nc(N=NC3=C(O)CC(C)(C)CC3=O)sc2c1	5	55	2	-10	24	-1	8	24	0
N#Cc1cc2c(nc1SCC(=O)Nc1sc3c(c1C#N)CCC3)CCCCC2	11	0.5	0.5	4.9	2	8	3	-5	-11
CCc1nnc(NCn2nc(C)cc2C)s1	0	0.3	0.92	-0.3	-1	-11	-4	-7	-8
COc1ccc(OC)c(S(=O)(=O)NCc2cn3ccsc3n2)c1	13	·	0.56	0.4	-7	9	0	·	-2
COc1cc(C(=O)NCCCN(C)C)ccc1OCC(=O)Nc1cccc(C(F)(F)F)c1	4	1.2	0.14	0.5	21	-1	-3	9	-2
Cc1cccc(-c2n[nH]c(=S)n2/N=C/c2ccco2)c1	12	1.9	2.7	2.4	-5	1	-3	-2	1
FC(F)(F)c1nc2ccccc2n2c(-c3c(Cl)cccc3Cl)nnc12	12	0.0	·	-4.1	1	9	4	·	-9
COc1ccc(Cc2ccc(OC)c(N)c2)cc1N	1	-0.2	-0.15	-5.4	-22	1	-21	6	-2
Cc1cc(C)nc(SCSc2nc(C)cc(C)n2)n1	-8	3.7	0.72	1.3	0	-7	-6	3	25
O=C1CSC(c2cn(-c3ccccc3)nc2-c2ccc3c(c2)OCCO3)N1CCN1CCOCC1 (stereo unspecified)	9	-0.2	-0.26	-11	-1	2	-3	-5	-8
Cc1ccc(Oc2ccccc2)c(NC=O)c1	15	-0.3	0.29	-1.8	2	-3	2	6	-17
CC(C)c1ccc(-c2nc(N3CCOCC3)[nH]c(=O)c2C#N)cc1	1	0.9	0.91	-1.4	0	-10	-7	-3	6
CCCCc1nnc(NC(=O)Cn2cnc3ccccc3c2=O)s1	-1	4.2	0.61	0.0	14	-4	-6	2	-12
O=C(c1ncc[nH]1)c1ccco1	2	2.0	·	0.8	1	-6	3	0	2
Cc1cccc(C)c1-n1c(C)cc(/C=C2\NC(=O)NC2=O)c1C	-5	·	0.53	-2.4	-14	-11	-3	-8	-5
COc1ccc(N2CCN(c3ccc(NC(=O)C4CCCCC4)cc3C#N)CC2)cc1	7	0.6	-1	0.2	1	0	-2	·	3
Fc1ccc(CNC(=S)NCc2ccc(F)cc2)cc1	11	-0.5	·	0.9	10	3	1	2	2
CCNC(=O)n1nccc1C(C)Oc1ccccc1 (stereo unspecified)	-6	-0.2	-0.48	-3.5	0	-3	-2	-6	6

Copied from the list:
For L929 necroptosis, `COc1ccc(Cc2ccc(OC)c(N)c2)cc1N` is entered as -0.2
For FXIIa inh 1536, `Cc1cccc(-c2n[nH]c(=S)n2/N=C/c2ccco2)c1` is entered as 12
For Thrombin inh, `O=C(c1ncc[nH]1)c1ccco1` is entered as 3
For Thrombin inh, `N#Cc1cc2c(nc1SCC(=O)Nc1sc3c(c1C#N)CCC3)CCCCC2` is entered as 3
For hK5 inh, `COc1ccc(N2CCN(c3ccc(NC(=O)C4CCCCC4)cc3C#N)CC2)cc1` is entered as 3
For Thrombin inh, `CCNC(=O)n1nccc1C(C)Oc1ccccc1` (stereo unspecified) is entered as -2

Results in Cl transport mod (2 entries from above):
canonical_smiles	Cl transport mod
CCc1nnc(NCn2nc(C)cc2C)s1	0.92
COc1ccc(OC)c(S(=O)(=O)NCc2cn3ccsc3n2)c1	0.56

The list is partial. The share of hits here may be higher or lower than overall.
